# Screens (PubChem)
# Hsp70 displacement: Hsp70 inhibitors, probe displacement, primary screen, biochemical, fluorescence polarization (AID 583); displacement, % at 20 µM; hits with a dose series show IC50 in µM; 140,000 tested, 0.06% active; Hsp70 fluorescence polarization probe displacement, mP; higher % means a stronger effect; in the data active means displacement above about 50%;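 further: plate controls were vehicle for no effect and reference ligand for full effect; a part of the inactive calls stands beside numbers as strong as those of hits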
# MKP-3 inhibition: inhibition of rat DUSP6 enzyme activity – biochemical, in vitro, primary screen (AID 425). recombinant MKP-3 phosphatase activity, fluorescence; higher % means a stronger effect. inhibition, % at 20 µM, or IC50 in µM where a hit was titrated. 110,000 tested, 0.17% active; in the data active means inhibition above about 50%;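 further: plate controls were vehicle for no effect and reference inhibitor for full effect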
# Numbers without * were called inactive; / = not tested or not shown; & = joins results of further samples.
cpd | mol | Hsp70 displacement | MKP-3 inhibition
1 | N#C/C(=C\c1c(O)n(-c2c(Cl)cccc2Cl)c2ccccc12)C(N)=NCc1ccccc1 | -16% | 4%
2 | c1ccc2cc(CN3CCOCC3)ccc2c1 | 6.9% | /
3 | CCOc1cc(C(=O)N2CCOCC2)ccc1OCc1ccccc1 | 2.3% | -6%
4 | O=C(c1cc2ccccn2n1)N1CCN(c2ccccn2)CC1 | 1.4% | 0%
5 | Cn1c(SCc2ccc(Br)cc2)nnc1-c1ccncc1 | 1.6% | -4%
6 | Cc1ccc(OCC(=O)NC2C3CC4CC(C3)CC2C4)c(Br)c1 (configuration not stated) | 1.9% | -4%
7 | CCOC(=O)c1c(NC(=O)/C=C/c2ccccc2)sc(C)c1C | -4.3% | 3%
8 | Cc1ccc(NC(=O)c2cccc(Cl)c2)cc1Cl | -1.5% | 0%
9 | O=C(c1ccco1)N1CCN(C(=O)c2cccs2)CC1 | -2.8% | 2%
10 | COc1ccc2c(c1)Cc1sc(NC(=O)c3ccco3)nc1-2 | 8.8% | /
11 | Nc1nnc(COc2ccccc2)s1 | 0.6%&-5.4% | -1%
12 | CC(=O)c1ccc(NS(=O)(=O)Cc2ccccc2)cc1 | -2.5% | -10%
13 | CSc1ccc(C2C3(C#N)C(N)=NC4(OCCO4)C23C#N)cc1 (configuration not stated) | -0.4% | -6%
14 | Cc1ccc(Cn2ncc3c(NCCCN4CCOCC4)ncnc32)cc1 | 2.1% | 0%
15 | COc1cccc(C2=NO[C@@H]3C(=O)N(c4ccc5c(c4)OCCO5)C(=O)[C@H]23)c1OC | -1.0% | -2%
16 | CCCCn1c(Cc2ccccc2)nnc1SCC(=O)N1CCOCC1 | 1.8% | /
17 | Cc1ccccc1OCc1nc2ccccc2c(=O)n1NC(=O)c1ccco1 | 9.9% | 1%
18 | CCNC(=O)N1c2ccc(OC)cc2C(C)=CC1(C)C | -1.9%&1.0% | 2%&5%
19 | COc1cc([N+](=O)[O-])ccc1NC(=O)/C=C\c1ccc(Cl)cc1 | 0.5% | 6%
20 | CCN1CCCC1CNC(=O)CS(=O)(=O)Cc1nc(-c2ccccc2C)oc1C (configuration not stated) | -0.7% | -3%
21 | CC(C)N(C(=O)CSc1nc2ccccc2n1Cc1ccccc1)C(C)C | 2.3% | /
22 | COc1ccc(S(=O)(=O)N2CCN(Cc3cc(OC)c(OC)c(OC)c3)CC2)cc1 | -1.1% | 5%
23 | CCc1nnc(NC(=O)CC(c2ccccc2)c2ccccc2)s1 | 3.9% | 1%
24 | CCOc1cc(/C=C(/C#N)C(N)=O)cc(Br)c1O | -1.8% | 3%
25 | COc1ccc(OCCCCOc2ccccc2)cc1 | -1.4% | 0%
26 | O=C(Nc1ccccc1)c1cccc(Cl)c1 | 1.1% | -2%
27 | COc1ccc(Cc2nnc(NC(=O)Nc3ccccc3)s2)cc1 | 1.2% | 2%
28 | CCOc1ccc2c(c1)c1nnc(SCC(=O)N3CCC(C)CC3)nc1n2C | 10% | -2%
29 | O=C(Nc1ccc(Cl)c(Cl)c1)Nc1nnc(COc2ccc([N+](=O)[O-])cc2)s1 | 2.1% | 11%
30 | Cc1ccc(C(C)C)c(OCCNC(=O)c2ccccc2Cl)c1 | -1.8% | 4%
31 | COc1cc(C(=O)Oc2ccccc2)ccc1OCc1c(C)noc1C | 2.2% | -12%
32 | COc1ccc(S(=O)(=O)N2CCC(C(=O)Nc3cccc(C(C)=O)c3)CC2)cc1 | -0.3% | /
33 | CC(=O)Nc1ccc(-c2ccc(NC(C)=O)c(Cl)c2)cc1Cl | -1.1% | 0%
34 | COc1ccc(C(=O)N2CCN(c3ccc([N+](=O)[O-])cc3)CC2)cc1Cl | 3.8% | -12%
35 | N=C1C(c2ccccc2)=C(O)CN1c1ccc2c(c1)OCO2 | 2.9% | -7%
36 | COc1cc(C2Nc3ccccc3C(=O)N2c2ccc(Cl)cc2)ccc1O (configuration not stated) | 1.0% | 6%
37 | O=S(=O)(Nc1ccc(SC(F)F)cc1)c1cccc2cccnc12 | 3.0% | 1%
38 | O=C(CN1C(=O)c2ccccc2S1(=O)=O)NCCSC1CCCCC1 | 4.0% | -2%
39 | CCCCOCP(=O)(CCCC)COCCCC | 7.0% | -6%
40 | COCCn1c(N)c(C(=O)OCc2ccccc2)c2nc3ccccc3nc21 | -0.7% | -2%
41 | C#CCOc1ccc(/C=C(/C#N)C(=O)Nc2cccc(Br)c2)cc1OC | -0.4% | 2%
42 | Cc1ccc(N2CC(C(=O)NCc3cccs3)CC2=O)cc1 (configuration not stated) | -0.9% | 6%
43 | CCCCCOC(=O)C1=C(C)NC(=O)NC1c1ccc(Br)cc1 (configuration not stated) | -0.4% | 1%
44 | COC(=O)c1ccc(NC(=O)C2(C)CC3c4ccccc4C2c2ccccc23)cc1 (configuration not stated) | 2.3% | 4%
45 | OCC(CO)(CO)N=Cc1cc(Br)ccc1O | -0.1% | -1%
46 | Cc1ccc(S(=O)(=O)N2CCN(CCNC(=O)C(=O)Nc3ccc(Cl)cc3)CC2)cc1 | / | 3%
47 | CN1C(=O)C(c2ccc(O)cc2)(c2ccc(O)cc2)c2ccccc21 | -5.8% | 3%
48 | CN1C2C=C(N(CCc3c[nH]c4ccccc34)C(=O)c3cc(Cl)cc(Cl)c3)CC1CC2 (configuration not stated) | -6.0% | 9%
49 | O=S(=O)(NCc1ccc2c(c1)OCO2)c1cccs1 | -11% | 4%
50 | Cc1ccsc1/C=c1\sc2ncnn2c1=O | 1.9% | 1%
51 | O=C1C(Cl)=C(Nc2ccc(F)cc2)C(=O)N1c1ccccc1 | 4.5% | 1%
52 | C=CCSc1nccc(-c2nn(-c3ccc(C)cc3)ccc2=O)n1 | -3.5% | /
53 | CCOC(=O)c1c(NC(C)=O)no[n+]1[O-] | 4.4% | -6%
54 | Cc1ccccc1-c1noc(-c2ccc(O)cc2)n1 | -2.4% | -6%
55 | COc1ccccc1C(=O)NCCN1CCN(C(=O)c2ccccc2OC)CC1 | 0.7% | -7%
56 | O=C1CCc2cc(S(=O)(=O)N3CCC(C(=O)Nc4nccs4)CC3)ccc2N1 | 2.9% | -4%
57 | O=C(COc1ccccc1)Nc1ccc(C(=O)OC2CCCCC2)cc1 | 3.0% | 3%
58 | CCOC(=O)c1ccccc1NC(=O)Cc1ccccc1OC | 0.9% | /
59 | Cc1ccccc1NCC(=O)N/N=C\c1ccc(I)o1 | 1.7% | 0%
60 | O=C(Nc1cccc2ccccc12)c1cnn2c1NC(c1ccc3c(c1)OCO3)CC2C(F)(F)F (configuration not stated) | -3.3% | 5%

# Random excerpt: 5 entries already listed, in no set order.
cpd | mol | Hsp70 displacement | MKP-3 inhibition
46 | Cc1ccc(S(=O)(=O)N2CCN(CCNC(=O)C(=O)Nc3ccc(Cl)cc3)CC2)cc1 | / | 3%
55 | COc1ccccc1C(=O)NCCN1CCN(C(=O)c2ccccc2OC)CC1 | 0.7% | -7%
56 | O=C1CCc2cc(S(=O)(=O)N3CCC(C(=O)Nc4nccs4)CC3)ccc2N1 | 2.9% | -4%
58 | CCOC(=O)c1ccccc1NC(=O)Cc1ccccc1OC | 0.9% | /
57 | O=C(COc1ccccc1)Nc1ccc(C(=O)OC2CCCCC2)cc1 | 3.0% | 3%

# The results go on:
cpd | mol | Hsp70 displacement | MKP-3 inhibition
61 | Cc1ccc(CCNC(=O)C2CCCN(S(=O)(=O)c3cccc4nsnc34)C2)cc1 (configuration not stated) | 8.3% | -3%
62 | CCOc1cc(C(=O)N2CCN(c3ccccc3)CC2)cc(OCC)c1OCC | 2.7% | -1%
63 | COc1cc(/C=C2/C(=O)NC(=O)N(c3cc(C)cc(C)c3)C2=O)cc(Br)c1OC | -2.3% | 4%
64 | COc1ccc(C(=O)Nc2ccc(N3CCN(C(C)=O)CC3)cc2)cc1 | 2.9% | -1%
65 | COc1ccccc1NC(=O)/C(=C\c1ccc(Br)cc1)NC(=O)c1ccccc1OC | 1.6% | 1%
66 | CCOc1ncccc1C(=O)OCC(=O)Nc1c(C)cc(C)cc1C | 1.6% | /
67 | COc1ccc(OCCn2c(C)c(/C=N/n3cnnc3)c3ccccc32)cc1 | 1.3% | /
68 | O=C(CSc1ncnc2sc3c(c12)CCCC3)c1ccccc1 | 7.0% | /
69 | Cn1c(=O)n(C)c2cc(/C=N/n3cnnc3)ccc21 | 1.1% | -1%
70 | O=C(COc1ccc2ccccc2c1)NNC(=O)c1cccc(Cl)c1 | -1.5% | 5%
71 | CC(c1ccccc1)C1C(C#N)=C(N)OC2=C1C(=O)CC(C)(C)C2 (configuration not stated) | -4.1% | -7%
72 | CCCCC(=O)Nc1cccc(-c2cn3ccsc3n2)c1 | -1.7% | -6%
73 | COc1ccc(OC)c(NC(=O)CSc2nc3cccnc3n2C)c1 | 2.0% | -9%
74 | Cc1cccc(N2CCN(C(=O)CS(=O)(=O)Cc3nc(-c4ccccc4F)oc3C)CC2C)c1 (configuration not stated) | 1.8% | -10%
75 | O=C(NCC1CCCO1)c1ccc(Cl)cc1Cl (configuration not stated) | -0.2% | 0%
76 | O=S(=O)(Nc1cccc2c1ccc1cccn12)c1cccs1 | 0.4% | /
77 | O=C(C(c1ccccc1)c1ccccc1)N1CCN(c2ccccc2)CC1 | -5.8% | 1%
78 | CCN(CC)c1ccc(NC(=O)c2ccncc2)cc1 | -1.6% | -1%
79 | CC1CC(C)CN(CCCNC(=O)Cn2ncc3c(=O)oc4ccccc4c32)C1 (configuration not stated) | -0.8% | -3%
80 | Cn1cc(N)c(C(=O)Nc2ccc3c(c2)C(=O)NC3=O)n1 | 3.7% | -1%
81 | O=C(/C=C/c1ccc(Cl)cc1)Nc1ccc(F)c([N+](=O)[O-])c1 | -1.6% | -5%
82 | Cn1cnc2nc3n(c2c1=O)CCC3 | / | -11%
83 | COCc1cc(C)nc(NCCc2ccccc2)c1C#N | 6.4% | /
84 | Cc1ccc(-n2ncc3c(=O)n(CC(=O)NC4CCCC4)cnc32)cc1C | -1.1% | -4%
85 | Cc1ccc(C)c(OCC(=O)N2CCOCC2)c1 | 1.1% | /
86 | CCCC(=O)C1=C(O)C(C(=O)OC)C(C)(C)CC1=Nc1ccccc1OC (configuration not stated) | 5.2% | 2%
87 | CN1c2ccccc2Oc2c(c(=O)n(C)c(=O)n2C)C1c1cccc([N+](=O)[O-])c1 (configuration not stated) | 3.2% | /
88 | COc1ccccc1NC(=O)CCc1nc(-c2cccs2)no1 | / | 3%
89 | Cc1cc(NC(=O)C2CC(c3ccc(Cl)cc3)=NO2)no1 (configuration not stated) | 4.5% | /
90 | O=C(O)CCCCCN1C(=O)C(O)=C(C(=O)/C=C/c2ccccc2)C1c1ccccc1 (configuration not stated) | 1.5% | 1%
91 | CC(C)COc1ccc(-c2nnn(CC(=O)N3CCCC3)n2)cc1 | 6.7% | -5%
92 | CCOc1ccc(N2C(=O)C3C(C2=O)C2(C)C(=O)C3(C)C(c3ccccc3)=C2c2ccccc2)cc1 (configuration not stated) | 0.4% | -1%
93 | Cc1ccc([N+](=O)[O-])cc1S(=O)(=O)N1CCOCC1 | 0.3% | 0%
94 | O=C(NCN1CCCCC1)c1cccnc1 | -1.3% | -2%
95 | COc1ccc(Nc2nnc(SCC(=O)N3CCCC3)s2)cc1 | 0.0% | /
96 | CCOc1ccc(NC(=O)CSc2nc(C)cc(C)n2)cc1 | 4.0%&2.3% | -4%
97 | C#Cc1cccc(N2C(=O)c3ccc(Oc4ccc([N+](=O)[O-])cc4)cc3C2=O)c1 | -0.3% | 0%
98 | Cc1ccc(NC(=O)CCNS(=O)(=O)c2ccc3c(c2)oc(=O)n3C)c(C)c1 | -3.2% | -3%
99 | CC(C)(C)c1ccc(C(=O)NNC(=O)c2ccc(Cl)cc2Cl)cc1 | -1.1% | 1%
100 | Cc1onc(-c2ccccc2Cl)c1-c1nc(-c2ccccn2)no1 | -0.1% | -10%
101 | O=C(NCc1ccccc1)c1ccc2c(=O)n(CCCN3CCCC3=O)c(=S)[nH]c2c1 | 0.9% | /
102 | C/C=C/CSc1nc2c(c(=O)[nH]c(=O)n2C)n1Cc1ccc(C)cc1 | -2.7% | 2%
103 | Cc1nc(NCCCN2CCOCC2)c2oc3ccccc3c2n1 | 1.2% | 0%
104 | COc1ccc(N2CSC3=C(C#N)C(c4cc(OC)ccc4OC)CC(=O)N3C2)c(OC)c1 (configuration not stated) | / | -6%
105 | S=C(NCCN1CCCCC1)NCc1ccccc1 | -5.7% | 2%
106 | C/C(=C\C(=O)c1ccc(C)cc1)Nc1ccc(I)cc1 | -4.2% | -2%
107 | C/C(=N\NC(N)=S)C12CC3CC(CC(C3)C1)C2 | 8.5% | /
108 | COc1ccc(OC)c(S(=O)(=O)Nc2cnc3ccccc3c2)c1 | 3.1% | 0%
109 | COC(=O)c1cc(Br)c(=O)n(CC(C)C)c1 | -1.4% | 2%
110 | CCOc1cc(/C=C2\C(=O)N(c3cccc(C(=O)O)c3)N=C2C)ccc1O | 2.2% | -2%
111 | O=C(COc1cccc([N+](=O)[O-])c1)Nc1cccc(-c2nc3ccccc3[nH]2)c1 | -4.3% | 9%
112 | Cc1ccc(S(=O)(=O)N2CCC(C(=O)N[C@H](C(=O)NCc3ccco3)C(C)C)CC2)cc1 | -0.8% | -11%
113 | CCOC(=O)Cc1csc(NS(=O)(=O)c2ccc3ccccc3c2)n1 | 1.9% | 2%
114 | O=C(CN1C(=O)c2ccccc2C1=O)NCC1COc2ccccc2O1 (configuration not stated) | 2.8% | -8%
115 | Cc1ccc(S(=O)(=O)c2cc3c(=O)n4cccc(C)c4nc3n(Cc3ccco3)c2=N)cc1C | 2.1% | -4%
116 | O=C(/C=C/c1ccc(-c2ccccc2[N+](=O)[O-])o1)NCc1ccccc1 | -7.6% | 3%
117 | COCCNC(=O)C(c1ccc(C)o1)N(Cc1ccco1)C(=O)c1snc(C(N)=O)c1N (configuration not stated) | -2.7% | /
118 | O=C1C(=O)N(CC2CCCO2)C(c2cccc(F)c2)/C1=C(/O)c1ccccc1 (configuration not stated) | -1.6% | 0%

# Single values from the list:
# Entry for no. 110 under Hsp70 displacement: 2.2%
# Entry for no. 116 under Hsp70 displacement: -7.6%
# Entry for no. 112 under Hsp70 displacement: -0.8%
# Entry for no. 108 under Hsp70 displacement: 3.1%

# This is a subset. The share of hits here may be higher or lower than overall.
